# M5 PAM: potentiates acetylcholine response at human M5 receptor; P08912; 360,000 compounds, 0.3% hits; activation, % at 3 µM; CHO-K1 hM5, Fluo-8 calcium, ACh EC20 PAM; 0% = ACh EC20, 100% = ACh EC100; AID 624038;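 active = activation above the run cutoff, the mean activation of all test compounds plus 3 SD, cut at about 18% in these data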
#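 Test system: CHO-K1 hM5 cells / Doses: single-point, 3 µM nominal / Times: Post-acetylcholine fluorescence recording 140 s / Technique: Fluo-8 calcium fluorescence / Measure: Max/basal fluorescence ratio as % of EC20–EC100 ACh window / Benchmarks: low control EC20 acetylcholine (0%), high control EC100 acetylcholine (100%) / Replicates: one well per compound, no replicates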
# CRFR2-BP ag: CRF-BP/CRF-R2 complex agonism. HEK293 CRF-R2/CRF-BP, calcium dye fluorescence (FLIPR); percent of saturating CRF peptide response. activation, % at 13.2 µM. 350,000 compounds, 0.46% hits. AID 588473;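 active = activation of at least 50%, plus an integration ratio under a set limit after plate pattern correction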;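 note: plate controls were neutral control wells without compound for no effect and CRF at EC100 for full effect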
# M4 PAM: positive allosteric modulators of human muscarinic M4 receptor; P08173; CHO-K1 hM4/Gqi5, Fluo-8 calcium fluorescence, ACh EC20; 0% = ACh EC20, 100% = maximal ACh; 360,000 compounds, 0.4% hits; activation, % at 3 µM; AID 624126;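 active = activation above its plate's cutoff, the mean activation of sample wells plus 3 SD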; note: some results filed as inactive read as strong as hits
# Target sequence (P08173 whole entry, looked up): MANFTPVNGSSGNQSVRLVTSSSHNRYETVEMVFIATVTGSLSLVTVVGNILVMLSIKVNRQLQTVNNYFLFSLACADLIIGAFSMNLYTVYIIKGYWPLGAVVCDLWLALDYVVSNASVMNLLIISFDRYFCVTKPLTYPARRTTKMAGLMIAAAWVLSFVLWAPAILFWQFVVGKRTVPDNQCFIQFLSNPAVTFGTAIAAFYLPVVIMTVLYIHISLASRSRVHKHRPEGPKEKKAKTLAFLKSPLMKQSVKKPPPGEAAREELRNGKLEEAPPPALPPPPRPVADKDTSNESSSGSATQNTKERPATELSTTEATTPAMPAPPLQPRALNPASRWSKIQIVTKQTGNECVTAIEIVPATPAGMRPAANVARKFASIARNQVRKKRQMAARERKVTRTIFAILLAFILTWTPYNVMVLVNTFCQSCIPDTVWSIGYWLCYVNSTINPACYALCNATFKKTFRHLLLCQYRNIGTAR
# CHRM1 PAM: human CHRM1 positive allosteric modulation | activation, % at 3 µM | AID 588819 | CHO-K1 hM1, Fluo-8 calcium fluorescence, ACh EC20; 0% = ACh EC20, 100% = maximal ACh | P11229 | 360,000 compounds, 0.088% hits; in the data active = activation above about 19%, passing the limit was not always enough
# Target sequence (P11229 whole entry, looked up): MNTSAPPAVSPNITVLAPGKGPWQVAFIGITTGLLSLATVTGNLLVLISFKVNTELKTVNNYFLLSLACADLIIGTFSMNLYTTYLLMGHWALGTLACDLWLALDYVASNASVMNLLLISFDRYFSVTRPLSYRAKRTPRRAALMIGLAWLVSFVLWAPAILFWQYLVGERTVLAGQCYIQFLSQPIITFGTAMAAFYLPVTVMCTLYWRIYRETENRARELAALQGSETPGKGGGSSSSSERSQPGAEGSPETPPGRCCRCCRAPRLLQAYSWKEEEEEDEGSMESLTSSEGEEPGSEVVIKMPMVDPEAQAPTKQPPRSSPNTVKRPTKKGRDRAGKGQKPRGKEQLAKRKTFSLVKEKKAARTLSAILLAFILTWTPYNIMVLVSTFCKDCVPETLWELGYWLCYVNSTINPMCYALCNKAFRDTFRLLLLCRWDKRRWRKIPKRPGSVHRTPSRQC
# CHRM4 agonist: CHRM4 agonism in calcium assay. P08173. CHO-K1 hM4/Gqi5, Fluo-8 calcium fluorescence; vehicle 0%, full acetylcholine response 100%. activation, % at 3 µM. 360,000 compounds, 0.14% hits. AID 624127;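 active = activation above the run mean over all test wells plus 3 SD, cut at about 32% in these data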;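 note: peak over basal fluorescence ratio per well then scaled between controls; 0% = DMSO wells and 100% = acetylcholine at EC100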
# CHRM4 antagonist: CHRM4 antagonism in calcium assay | CHO-hM4 cells, ACh EC80, Fluo-8 calcium fluorescence | 360,000 compounds, 0.73% hits | AID 624125 | P08173 | inhibition, % at 3 µM;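 active = inhibition above its plate's cutoff, the mean inhibition of sample wells plus 3 SD, cut at about 27% in these data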;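 note: 0% = acetylcholine EC80 with DMSO and 100% = DMSO without agonist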
# M5 ag: agonists of human muscarinic M5 receptor (CHRM5) | P08912 | CHO-K1 hM5 cells, Fluo-8 calcium fluorescence; 0% DMSO wells, 100% maximal acetylcholine response | activation, % at 3 µM | 360,000 compounds, 0.19% hits;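 active = activation above the run's mean over test compounds plus 3 SD, cut at about 23% in these data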;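 note: signal is peak over basal fluorescence ratio across the kinetic read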
# CHRM5 antagonist: blocks acetylcholine activation of human M5 receptor | CHO-hM5 cells, Fluo-8 calcium fluorescence, ACh EC80 | inhibition, % at 3 µM | 360,000 compounds, 0.59% hits;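 active = inhibition above a per-plate cutoff, the mean of that plate's test compounds plus 3 SD, cut at about 27% in these data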;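 note: 0% = acetylcholine EC80 with DMSO and 100% = DMSO without agonist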
# CHRM1 antagonist: human CHRM1 antagonism. CHO-K1 hM1, Fluo-8 calcium fluorescence, ACh EC80 antagonist. inhibition, % at 3 µM. P11229. 360,000 compounds, 1.3% hits. AID 588852;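 active = percent inhibition above its own plate's cutoff, namely the mean of that plate's compound wells plus 3 SD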;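 note: peak over basal fluorescence ratio during 140 s after agonist addition; 0% = ACh EC80 plus DMSO and 100% = DMSO alone without agonist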
# * marks the source's active call; other numbers are inactive results; x = no result given.
SMILES,M5 PAM,CRFR2-BP ag,M4 PAM,CHRM1 PAM,CHRM4 agonist,CHRM4 antagonist,M5 ag,CHRM5 antagonist,CHRM1 antagonist
CCOc1cc(NC(=S)Nc2ccccc2)c(OCC)cc1NC(=O)c1ccccc1,0,0.6,-1,-2,0,-2,-1,8,-5
O=C(COC(=O)c1cnccn1)c1ccc([N+](=O)[O-])cc1,3,0.1,-3,3,0,-5,1,9,-7
N#C/C(=C\Nc1ccccc1O)c1nc2ccccc2o1,-18,-0.4,-30,-14,18,15,1,14,21
NS(=O)(=O)c1ccc(NC(=S)NC(=O)c2cccnc2)cc1,0,-0.9,-1,10,0,8,-1,6,0
O=C(Nc1cccc(S(=O)(=O)N2CCCCCC2)c1)c1cncc(Br)c1,-16,-0.5,-5,-8,22,-4,1,6,9
COc1ccccc1NC(=O)CSC1=NCCN1,-2,-2.3,4,10,0,-1,-5,4,-4
CCOC(=O)c1nn(-c2ccc(C)cc2)cc1C(=O)c1ccccc1,-3,0.7,-3,2,-1,11,-2,4,-1
O=C(Nc1ccccc1)NC1CCN(Cc2ccccc2)CC1,1,-0.2,-5,8,1,-6,-7,3,-6
CC(=O)Nc1ccccc1/C=C/c1ccc2c(C)ccc(O)c2n1,-5,-5.4,-6,-8,6,-8,0,9,7
CC1CCC(NC(=O)CN2CCN(S(=O)(=O)c3cccs3)CC2)CC1 (centres undefined),-7,-0.4,-2,7,2,2,3,2,-8
CC(=O)Nc1ccc(S(=O)(=O)N2CCN(c3ccccn3)CC2)cc1,3,-0.3,8,7,2,-3,1,-1,-5
COc1ccc(-c2noc(COc3ccc4c(c3)OCO4)n2)cc1,6,0.7,2,3,1,-15,-3,-8,-1
Cc1ccc2ncc(NC(=O)c3ccc(F)cc3)c(=O)n2c1,4,0.5,8,7,0,-2,-2,-2,-20
Cc1nc(NS(=O)(=O)c2ccc(Br)cc2)c2c3c(sc2n1)CCC3,0,-2.5,-1,8,0,-4,0,-3,-9
O=C(O)c1ccc(-n2nnnc2Oc2ccccc2C(=O)N2CCOCC2)cc1,0,-1.4,0,4,1,3,-3,0,14
CC(=O)c1cccc(N(C(=O)CNC(=O)c2ccco2)C(C(=O)NCc2ccco2)c2ccccc2)c1 (centres undefined),2,-0.6,3,13,1,-4,3,3,-12
CC(C)C(=O)NCCc1nc2ccccc2n1CCOc1ccccc1,-8,-0.5,5,7,3,1,-1,10,-3
COc1ccc(C)cc1S(=O)(=O)Nc1ccccc1,1,-2.5,-7,3,0,10,-6,5,5
c1ccc(Nc2ccccn2)cc1,3,-1.2,9,11,0,-1,0,-3,-10
Cc1cccc(C)c1OCC(=O)NNC(=O)c1ccoc1C,9,-2.8,10,11,1,5,1,-5,-15
CC(C)(C)N1C(=O)c2ccccc2NC(=O)C1C(=O)NCCc1ccccc1F (centres undefined),5,x,3,x,1,-4,2,1,x
CN(C(=O)CSc1nc(N)cc(=O)[nH]1)C1CCCCC1,4,-0.1,2,10,1,-6,5,4,-12
COc1cc(/C=C2/C(=O)NN(c3cccc(C)c3)C2=O)cc([N+](=O)[O-])c1O,8,-1.8,17,18,1,-3,1,-5,-20
CC1CCCC(NC(=O)COC(=O)c2ccc(Cl)nc2)C1C (centres undefined),-15,-0.6,0,2,-1,-1,1,4,-2
O=C1NC(=O)C(c2ccccc2)N1 (centres undefined),-10,-2.1,9,6,1,-1,6,8,-15
# Later entries
SMILES,M5 PAM,CRFR2-BP ag,M4 PAM,CHRM1 PAM,CHRM4 agonist,CHRM4 antagonist,M5 ag,CHRM5 antagonist,CHRM1 antagonist
Cc1cc(C)n(C(=O)CSc2nc3ccccc3o2)n1,6,0.7,3,1,1,2,2,-9,-1
CCC(=O)NC(NC(=S)Nc1ccc(S(N)(=O)=O)cc1)C(Cl)(Cl)Cl (centres undefined),-2,-1.7,8,4,1,2,0,4,-4
O=C(N/N=C/c1ccco1)C1CC1,-2,-0.3,0,5,0,2,2,7,-15
COc1ccc(C(=O)Nc2oc(-c3ccccc3)c(-c3ccccc3)c2C#N)cc1OC,-3,0.9,-3,-2,-2,1,-3,12,10
COc1ccc(CN2C(=O)c3cccnc3C2=O)cc1S(=O)(=O)N1CCOc2ccc(C)cc21,2,0.6,-3,1,12,-7,0,0,-2
COc1ccc(-c2ccc(NS(=O)(=O)c3cccc([N+](=O)[O-])c3)cc2)nn1,2,-2.7,1,3,4,5,1,-7,-10
O=C(Nc1ccccc1Oc1cccnc1)C1CCCN(C/C=C/c2ccc(F)cc2)C1 (centres undefined),-6,0.2,-4,-4,2,4,-9,14,9
CCc1ccccc1N(CC(=O)NC(C)C)C(=O)CCC(=O)Nc1nccs1,0,0.5,2,2,0,5,3,-2,-5
CCC1SC2=NC(C)=C(C(=O)OC)C(c3cccs3)N2C1=O (centres undefined),1,-0.8,-1,1,0,-2,-7,1,-14
COc1ccc(NC(C)=O)cc1NC(=O)CN1CCN(S(=O)(=O)c2ccc(C(C)C)cc2)CC1,-4,2.1,15,-4,0,6,0,3,-17
Cc1ccc(NC(=O)c2ncc(Cl)c(Cl)c2Cl)cc1C,-2,-0.2,5,-8,0,2,-4,-4,4
O=C(NC1CCCCCC1)C1CCN(S(=O)(=O)c2ccc(F)cc2)CC1,11,8.9,8,5,1,3,1,1,-4
Cc1ccccc1-c1nc(CN2CCC(C(=O)NCCCN3CCCC3)CC2)c(C)o1,-2,0.1,14,-1,0,0,-3,0,-1
O=C(CNCc1ccco1)Nc1ccccc1-n1cccc1,2,0.0,6,7,1,1,0,0,-8
O=C(O)CCc1ccc(-c2ccc(Br)cc2)n1NC(=O)c1ccc([N+](=O)[O-])cc1,7,-3.8,10,19,0,13,0,1,-21
c1ccc(-c2nc3ccccn3c2NCc2ccc3c(c2)OCO3)cc1,-21,1.8,-11,-6,12,-12,1,11,25
Cc1cccn2c(=O)c3cc(S(=O)(=O)c4ccc(Br)cc4)c(=N)n(C4CCCC4)c3nc12,1,9.6,2,1,0,-3,1,-1,7
CC(C)(C)C1CCC(=O)N(CCSc2ccccc2)CC1 (centres undefined),-8,-0.7,-6,-1,-1,-5,-3,11,4
O=C(Cc1cccs1)N1CCCC(c2nc(-c3ccc(S(=O)(=O)N4CCCC4)cc3)no2)C1 (centres undefined),-10,5.6,-10,-18,9,12,2,7,20
O=C(NC1CCCCC1)C1CC(=O)N(Cc2ccccc2)C1 (centres undefined),0,2.1,4,10,1,6,-1,15,-8
O=C1C2C3C=CC(C4CC34)C2C(=O)N1/N=C/c1c[nH]c2ccccc12 (centres undefined),8,-4.0,1,1,0,2,-3,-4,-2
O=C(COC(=O)c1ccccc1Cl)NC(=O)NCc1ccccc1,-2,-0.6,1,-6,0,-1,-2,8,3
COc1ccc(OC)c(Nc2cc(C(=O)NCCCN3CCOCC3)c3ccccc3n2)c1,-10,0.6,-2,-6,12,3,-5,2,13
CC(C)(C)C1CCc2sc(C(=O)NNC(=O)CCl)cc2C1 (centres undefined),5,-1.7,5,4,0,-4,-7,7,-3
Cc1csc(-c2cc(C(=O)NCc3cc(C(F)(F)F)cc(C(F)(F)F)c3)n[nH]2)c1,0,x,8,-4,1,-33,3,5,1
# Additional structures.
SMILES,M5 PAM,CRFR2-BP ag,M4 PAM,CHRM1 PAM,CHRM4 agonist,CHRM4 antagonist,M5 ag,CHRM5 antagonist,CHRM1 antagonist
CNC(=O)CCCN1C(=O)c2ccccc2Sc2ncccc21,2,1.8,4,6,1,6,-2,3,-7
O=C(CN1C(=O)c2ccccc2C1=O)NC1CCS(=O)(=O)C1 (centres undefined),-1,-1.5,-2,5,0,0,-1,-4,-11
c1ccc2c3c([nH]c2c1)-c1[nH]ncc1CC3,-3,0.0,4,-4,6,7,0,8,4
O=C(CCn1c(=O)[nH]c2ccsc2c1=O)N1CCc2ccccc2C1,2,1.1,8,9,1,-7,-8,-1,-17
NS(=O)(=O)c1cccc(NC(=O)COC(=O)CNC(=O)c2ccc(-c3ccccc3)cc2)c1,-1,-0.7,6,5,0,-2,0,4,-2
Cc1cccc(NS(=O)(=O)c2cc3c(cc2C)n(C)c(=O)c(=O)n3C)c1,0,-1.9,4,5,1,-7,1,6,-12
COC(=O)c1sccc1-c1ccc(/C=N/OC(=O)c2cccs2)o1,-5,1.5,-12,-2,4,5,-1,0,-5
CC1CCCC(NC(=O)COC(=O)c2ccc([N+](=O)[O-])s2)C1C (centres undefined),-1,-0.2,2,5,2,5,-3,6,-7
Cc1cc(C(=O)CN2C(=O)C3CC=CCC3C2=O)c(C)n1-c1ccccc1 (centres undefined),0,-2.9,0,3,2,-2,0,2,2
CC1Oc2ccccc2N(Cc2cccnc2)C1=O (centres undefined),9,-0.1,9,8,1,5,0,-7,-15
CNC(=S)N(CCc1c(C)[nH]c2ccc(F)cc12)Cc1ccco1,-8,-1.3,-8,1,18,-10,-5,1,-1
Cc1cc(S(=O)(=O)c2ccc([N+](=O)[O-])cn2)ccc1Br,-9,3.0,-33,-4,2,14,1,12,11
COc1ccc(CN2CCc3ccccc3C2)c(OC)c1,11,1.1,-4,10,0,-1,-4,-1,-15
CCC[C@@H](CN1CCC[C@H]1CN1C(N)=NC[C@@H]1Cc1ccccc1)N1C[C@@H](Cc2ccccc2)N(CCc2ccc(Cl)c(Cl)c2)C1=N,-35,-1.9,-5,-28,2,6,-10,16,30
Cc1ccc(-n2c(C)nnc2SCC(=O)N2CCc3ccccc3C2)cc1C,10,0.6,4,2,1,7,-2,-9,5
CCOC(=O)c1cc(S(=O)(=O)N2CC(C)CC(C)C2)cn1C (centres undefined),1,0.5,1,-5,0,1,-3,1,8
CCN(CC)S(=O)(=O)c1cccc(C(=O)N/N=C/c2cc(OC)c(O)c(OC)c2)c1,-9,-6.4,-2,0,4,1,0,10,0
CCCOC(=O)NC1C(NC(=O)OCCC)N(C)C(=O)N1C (centres undefined),-3,1.4,2,-6,1,5,-2,6,8
O=C(Cn1ccc(=O)[nH]c1=O)Nc1ccc(O)c([N+](=O)[O-])c1,6,-1.8,3,18,1,-1,2,-4,-11
Cc1cccn2c(=O)nc(SCC(=O)NCc3ccc4c(c3)OCO4)nc12,-1,-3.4,-1,5,1,4,1,-9,3
COc1ccc(C(C#N)CC(=O)c2ccc(OC)c(OCc3ccccc3)c2)cc1OC (centres undefined),-1,1.8,1,5,1,-11,0,-7,-16
CCN1CCN(c2ccc(S(=O)(=O)N3CCOCC3)cc2NC(=O)c2cc(Cl)nc3ccccc23)CC1,-2,-0.6,1,-7,1,-3,-4,9,17

# Single records (already shown). Order of screens: M5 PAM	CRFR2-BP ag	M4 PAM	CHRM1 PAM	CHRM4 agonist	CHRM4 antagonist	M5 ag	CHRM5 antagonist	CHRM1 antagonist
# CC(=O)Nc1ccc(S(=O)(=O)N2CCN(c3ccccn3)CC2)cc1 reads 3	-0.3	8	7	2	-3	1	-1	-5
# COc1ccc(CN2CCc3ccccc3C2)c(OC)c1 reads 11	1.1	-4	10	0	-1	-4	-1	-15
# O=C(CNCc1ccco1)Nc1ccccc1-n1cccc1 reads 2	0.0	6	7	1	1	0	0	-8

# Compounds as they come; overall some 2.8% were active at least once.
